# Assay outcomes (PubChem)
# PTHR1 agonist = qHTS for PTHR1 Agonists: Primary Screen | Parathyroid hormone/parathyroid hormone-related peptide receptor (Homo sapiens), Q03431 | HEK293 GP2 PTHR1 cells, GloSensor cAMP luminescence, 1 h | Potency, µM (titrated, usually from 115 µM), without a hit: at the highest dose activation, most hits filed as activators | hit rate 0.075% among 410,000 | AID 743266, 2014; note: nearly all actives have a fitted effect of over 55% in size; some results filed as inactive show a strong effect at the top dose; inactives centre near -15; many of its hits are not listed in these tables
# Target sequence (Q03431 whole entry, looked up): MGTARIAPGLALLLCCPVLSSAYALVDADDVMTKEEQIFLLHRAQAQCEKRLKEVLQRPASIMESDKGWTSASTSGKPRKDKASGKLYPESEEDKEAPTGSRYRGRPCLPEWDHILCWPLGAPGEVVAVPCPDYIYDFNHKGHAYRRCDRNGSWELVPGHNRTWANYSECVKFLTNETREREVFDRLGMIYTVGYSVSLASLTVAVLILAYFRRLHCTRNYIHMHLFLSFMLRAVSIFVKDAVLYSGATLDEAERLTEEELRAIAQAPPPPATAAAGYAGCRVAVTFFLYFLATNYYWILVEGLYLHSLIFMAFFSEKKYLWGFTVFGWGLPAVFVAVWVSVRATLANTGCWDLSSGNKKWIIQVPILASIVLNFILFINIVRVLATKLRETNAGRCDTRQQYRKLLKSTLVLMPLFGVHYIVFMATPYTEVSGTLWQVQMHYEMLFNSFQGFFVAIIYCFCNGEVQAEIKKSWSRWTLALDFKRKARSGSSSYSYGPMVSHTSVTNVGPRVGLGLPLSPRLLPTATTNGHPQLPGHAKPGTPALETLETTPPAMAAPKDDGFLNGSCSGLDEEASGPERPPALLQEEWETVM
#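 HEK-293-derived GP2 cells expressing PTHR1 and a GloSensor cAMP reporter, 3,000/well, plated overnight, given luciferin plus IBMX (each 0.5 mM as added) for 1 h at 37 °C, then compound for 1 h at 37 °C. Luminescence was read after 15 min at room temperature.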
# GLP1R inv ag = qHTS of GLP-1 Receptor Inverse Agonists (Inhibition Mode); Glucagon-like peptide 1 receptor (Homo sapiens), P43220; HEK293 GLP-1R CRE-luciferase, luminescence, 24 h; GLP-1R form is constitutively active; Potency, µM (doses to about 38.3 µM), for inactives: at the top dose activity change, negative = inhibition, most hits filed as inhibitors; hit rate 1.6% among 410,000; note: % is set by controls: 0 for no effect and ±100 for the full control effect; nearly all actives have a fitted effect of over 55% in size
#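 GLP-1R inverse agonism mode: basal reporter luminescence in engineered HEK293 cells measured after one day of compound exposure at 37 deg C, with a 12 min room-temperature detection step.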
# GLP1R cytotox = qHTS of GLP-1 Receptor Inverse Agonists: Cytotox Screen. Potency, µM (titrated, usually from 38.3 µM), for the others: top-dose activity change, negative = inhibition, hits mostly inhibitors. AID 624418, 2012. hit rate 0.13% among 410,000. HEK293 cAMP-luciferase reporter cells, luminescence, 24 h;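 note: loss of luciferase light is scored as toxicity; % is set by controls: 0 for no effect and ±100 for the full control effect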
#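 Quantitative HTS format, 1536 wells, 200 cells/uL seeded. Compounds: 23 nL, 24 h, 37 °C. Detection: luciferase reagent, luminescence at 12 min RT; decreased signal taken as cytotoxic.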
# An asterisk follows results filed as active; i = inactive; ? = inconclusive; [ ] = dose if it differs, or a comment. Calls come from the whole dose curve; as a rule, active = well fitted curve in the direction sought with a large enough effect; inconclusive = small, poorly fitted or top-dose-only effect, or another doubt; inactive = no such curve, though single readings can be large; an effect the other way counts as inactive or inconclusive. Potency is the fitted concentration of half-maximal effect.
SMILES,PTHR1 agonist,GLP1R inv ag,GLP1R cytotox
CCc1cnc2c(c1SCC(=O)NCc1ccc(C)cc1)c(=O)n(C)c(=O)n2C,i,11%,0%
CCOc1ccc(NC(=O)N(Cc2cn(CC)c3ccccc23)C2CCCCCC2)cc1,-24%,11µM*,-30%
CCCc1cnc2c(c1SCC(=O)Nc1c(C)cc(C)cc1C)c(=O)n(C)c(=O)n2C,-21%,20%,-4%
Cc1cccc(-c2nc(CSc3nncn4c3cc3sccc34)c(C)o2)c1,i,5%,5%
CCOC(=O)c1c(C)n(-c2ccccc2)c2ccc(OC(=O)c3cc(OC)cc(OC)c3)cc12,-22%,-1%,-2%
CCOC(=O)c1cc(-c2ccc(C)cc2)n(CCCC(=O)Nc2cc(C)ccc2C)c1,9%,-14%,-11%
COc1ccc(CCC(=O)NCc2ccc3c(c2)CCN3C(=O)c2ccc(F)cc2)cc1,-21%,-29%,-9%
CCOc1ccc(C(=O)Oc2c(Sc3ccccc3)c(C)nn2C(C)(C)C)cc1OCC,-15%,?,-1%
Cc1noc(-c2ccc(NC(C)c3ccccc3)c([N+](=O)[O-])c2)n1 (centres undefined),-6%,-23%,-15%
O=S(=O)(c1ccccc1)N1CCC(c2ccncc2)CC1,-78%[inhibitor],-24%,-10%
CN(C(=O)c1c2c(nc3ccccc13)C(=O)N(C1CCCCC1)C2)c1ccc(F)cc1,?,-13%,2%
Cc1cccc(C(=O)NCC(c2ccco2)S(=O)(=O)c2cccs2)c1 (centres undefined),i,12%,-3%
COc1ccc(N2CCN(C(=O)c3ccc4c(c3)N(Cc3cccc(Cl)c3)C(=O)c3ccccc3S4(=O)=O)CC2)cc1,-3%,-12%,1%
Cc1cc(C)c2c(C)c(C(=O)N3CCC(c4nc5ccccc5s4)CC3)oc2c1,i,?,-9%
Fc1ccc(-c2ccc(CNCCSc3nnnn3-c3ccccc3)o2)cc1Cl,-36%[inhibitor],?,1%
Cc1cc(=O)n(Cc2ccccc2)c2c1c(C)nn2-c1ccccc1,i,14%,-2%
CCCCC(=O)OCc1cc(=O)n2nc(C3CCCCC3)sc2n1,-10%,10%,9%
CCOc1ccc(NC(=O)CCn2cccn2)cc1,24%,13%,3%
COC(=O)c1nnn(-c2ccc(Br)cc2)c1C(=O)OC,?,3%,14%
O=C(NCc1ccc(F)cc1)c1ccc(NC(=O)N2CC3CCCN3c3ccccc32)cc1 (centres undefined),-7%,?,-16%
CCOC(=O)c1cc(S(=O)(=O)N2CCN(c3ccc(C(C)=O)cc3)CC2)[nH]n1,-68%[inhibitor],15%,-7%
Cc1nnc(SCc2cc(=O)c3ccccc3[nH]2)s1,i,9%,-1%
Cc1[nH]c2ccccc2c1C1N2CC3(C)CN1CC(C)(C2)C3=O (centres undefined),-3%,20%,2%
COc1ccc(Nc2nnc(-c3ccc(C)c(S(=O)(=O)NCc4nc5ccccc5[nH]4)c3)c3ccccc23)cc1,i,?,-2%
Cc1ccc(Cl)cc1NC(=O)c1cc(-c2ccc3c(c2)OCCO3)on1,-19%,13%,-6%
COCCCNC(=O)c1cnn(-c2ccccc2Cl)c1C1CCN(C(=O)OC(C)(C)C)CC1,?,9%,4%
Cn1c(=O)n(C)c2cc(NS(=O)(=O)c3ccc(Br)cc3)c(NCc3ccccc3)cc21,-15%,11%,6%
COc1ccc(Nc2oc(/C=C/c3cccc(OC)c3)nc2C#N)cc1,-33%[inhibitor],14%,82%[activator]
COc1cc(Cl)c(NS(=O)(=O)c2ccc(-c3cnc(C4CC4)o3)cc2)c(OC)c1,-96%[inhibitor],-63%,?
Cc1cccc(S(=O)(=O)c2cn(C)c3cc(N4CCN(c5ccccc5)CC4)c(F)cc3c2=O)c1,?,29%,11%
CCCSc1oc(-c2cccs2)nc1S(=O)(=O)c1ccc(C)cc1,-13%,?,4%
COc1ccc(NC(=O)C2CCN(S(=O)(=O)c3c(C)noc3/C=C/c3cccs3)CC2)cc1Cl,-8%,-17%,0%
N#C/C(=C\c1ccc(-c2ccc(C(=O)O)cc2)o1)C(=O)Nc1ccccc1C(=O)O,0%,10%,-5%
COc1ccc(CNC(=O)Cn2c(=O)nc(-c3ccccc3F)c3cc(Cl)ccc32)cc1OC,i,3%,4%
CN(C)c1ccc(C(CNC(=O)Cc2ccc(Cl)cc2)N2CCOCC2)cc1 (centres undefined),-11%,0%,1%
Cc1noc(NS(=O)(=O)c2ccc(NC(=O)COc3ccccc3Br)cc2)c1C,-10%,-9%,-8%
O=C(CN1C(=O)CCc2cc(S(=O)(=O)N3CCCCC3)ccc21)NCc1ccc(Cl)cc1,-20%,0%,4%
O=C(NCc1ccccc1)C(=O)NCC(c1ccco1)S(=O)(=O)c1ccccc1 (centres undefined),-7%,15%,17%
CC(C)(C)OC(=O)N1CCC(c2c(C(=O)N3CCN(c4ccccn4)CC3)cnn2-c2ccc(F)cc2F)CC1,i,-2%,2%
Cc1ccc(-c2cc(NC(=O)COc3ccc(Cl)cc3C)on2)cc1,-1%,5%,-1%

# Part of the list above in order of count of non-hydrogen atoms, highest first:
SMILES,PTHR1 agonist,GLP1R inv ag,GLP1R cytotox
CC(C)(C)OC(=O)N1CCC(c2c(C(=O)N3CCN(c4ccccn4)CC3)cnn2-c2ccc(F)cc2F)CC1,i,-2%,2%
Cc1cccc(S(=O)(=O)c2cn(C)c3cc(N4CCN(c5ccccc5)CC4)c(F)cc3c2=O)c1,?,29%,11%
COc1ccc(NC(=O)C2CCN(S(=O)(=O)c3c(C)noc3/C=C/c3cccs3)CC2)cc1Cl,-8%,-17%,0%
O=C(NCc1ccc(F)cc1)c1ccc(NC(=O)N2CC3CCCN3c3ccccc32)cc1 (centres undefined),-7%,?,-16%
O=C(CN1C(=O)CCc2cc(S(=O)(=O)N3CCCCC3)ccc21)NCc1ccc(Cl)cc1,-20%,0%,4%
Cn1c(=O)n(C)c2cc(NS(=O)(=O)c3ccc(Br)cc3)c(NCc3ccccc3)cc21,-15%,11%,6%
N#C/C(=C\c1ccc(-c2ccc(C(=O)O)cc2)o1)C(=O)Nc1ccccc1C(=O)O,0%,10%,-5%
COc1cc(Cl)c(NS(=O)(=O)c2ccc(-c3cnc(C4CC4)o3)cc2)c(OC)c1,-96%[inhibitor],-63%,?
CCOC(=O)c1cc(S(=O)(=O)N2CCN(c3ccc(C(C)=O)cc3)CC2)[nH]n1,-68%[inhibitor],15%,-7%
COc1ccc(Nc2oc(/C=C/c3cccc(OC)c3)nc2C#N)cc1,-33%[inhibitor],14%,82%[activator]
Cc1ccc(-c2cc(NC(=O)COc3ccc(Cl)cc3C)on2)cc1,-1%,5%,-1%
CCCCC(=O)OCc1cc(=O)n2nc(C3CCCCC3)sc2n1,-10%,10%,9%
Cc1[nH]c2ccccc2c1C1N2CC3(C)CN1CC(C)(C2)C3=O (centres undefined),-3%,20%,2%
COC(=O)c1nnn(-c2ccc(Br)cc2)c1C(=O)OC,?,3%,14%
Cc1nnc(SCc2cc(=O)c3ccccc3[nH]2)s1,i,9%,-1%

# Next section.
SMILES,PTHR1 agonist,GLP1R inv ag,GLP1R cytotox
CCc1ccc2c(c1)-c1ccccc1S(=O)(=O)N2CC(=O)N1CCC(C)CC1,-13%,-13%,-3%
Cc1cccc(N2CCN(C(=O)c3cc4c(=O)n(C)c5ccccc5c4s3)CC2C)c1 (centres undefined),i,6%,9%
Cc1ccc(NC(=O)/C=C/c2ccc(C)o2)c(C)c1,i,3%,-2%
Cc1ccc2oc(=O)c3cnn(CC(=O)NCc4ccccc4Cl)c3c2c1,-14%,8%,0%
CCCc1nn2c(=O)cc(COC(=O)c3cccc(NC(=O)c4cccs4)c3)nc2s1,i,16%,6%
Cc1ccc(S(=O)(=O)Nc2cccc(-c3ccc(N4CCC(C)CC4)nn3)c2)s1,-20%,?,-9%
COc1cc(NC(=O)CSc2nc3ccccc3nc2Cc2ccc(Cl)cc2)cc(OC)c1,i,3%,-8%
COc1ccc(CCNC(=O)Cn2ncc3c(C)n(Cc4ccccc4F)c(C)c3c2=O)cc1OC,-23%,1%,21%
Cc1nn(CCCC(=O)Nc2cc(C(F)(F)F)ccc2Cl)c(=O)c2c1sc1ccccc12,29%,15%,-5%
CC1=C(C(=O)Nc2cccc(C(F)(F)F)c2)C2(CCCCCC2)OC1=O,-91%[inhibitor],?,-12%
COC(=O)c1c(-c2cccs2)csc1NC(=O)COc1ccccc1,-9%,1%,-6%
CC(C)c1nn2c(=O)cc(COC(=O)c3ccc(NC(=O)COc4ccccc4)cc3)nc2s1,-26%,10%,-16%
COC(=O)CSc1nc2sc3c(c2c(=O)n1-c1ccccc1)C(C)CCC3 (centres undefined),-11%,10%,14%
CCC(CC)C(=O)Nc1nnc(S(=O)(=O)N(C)c2cc(C)cc(C)c2)s1,-18%,?,-1%
CCOC(=O)c1ccc(NC(=O)C2=C(C)C(=O)OC23CCCCCC3)cc1,i,?,-7%
Cc1nc(-c2ccc(Cl)cc2)sc1CCNC(=O)C(=O)Nc1ccc2c(c1)OCO2,-96%[inhibitor],6%,-7%
Cc1cc(Cl)ccc1OCC(=O)N(Cc1ccco1)Cc1ccco1,-12%,?,9%
COc1ccc(NC(=O)C(NC(=O)C2CCC(C)CC2)C(C)C)cc1 (centres undefined),-22%,9%,-9%
Cc1ccc(-n2ncc(C(=O)N3CCN(c4ncccn4)CC3)c2C2CCN(C(=O)OC(C)(C)C)CC2)cc1,i,8%,0%
Cn1c(=O)c2c(-c3ccccc3)n3c4ccccc4nc(-c4ccccc4)c3c2n(C)c1=O,-10%,5%,12%
CCCc1ccc(OCC(=O)Nc2sc3c(c2C(=O)OC)CCCCC3)cc1,i,8%,-3%
COc1ccc(CNC(=O)Cc2c(C)c3c(cc(C)c4c(C)c(C)oc43)oc2=O)cc1OC,i,2%,-4%
CCOC(=O)c1ccc(NC(=O)c2csc3c2CCCC3)cc1,-35%[inhibitor],?,-14%
COc1cccc(C(=O)Nc2ccc(-n3nncc3-c3ccccc3)cc2)c1OC,i,2%,-10%
Cc1ccc(NC(=O)Cn2c(SCc3ccc(F)cc3)nc3cccnc32)cc1F,-14%,4%,0%
CCCCSc1ncnc2c1sc1nc(N3CCOCC3)c3c(c12)CCCC3,79µM*,9%,-4%
O=C(COc1ccc(Br)cc1)Nc1ccc(C(=O)OC2CCCCC2)cc1,i,3%,11%
CCS(=O)(=O)c1ncc(Cl)c(C(=O)Nc2ccccc2)n1,-97%[inhibitor],?,?
CCCCNC(=O)C1CCC(Cn2c(=O)c3sccc3n(CC(=O)Nc3ccccc3)c2=O)CC1 (centres undefined),i,4%,2%
Cc1ccc(C)c(S(=O)(=O)c2cn(Cc3ccccc3)c3cc(F)c(F)cc3c2=O)c1,i,-16%,5%
CCCCOC(=O)c1ccc(NC(=O)c2cnc3ccc(C)cn3c2=O)cc1,i,8%,21%
CCOC(=O)c1cccc(NC(=O)C2COc3ccc(OC)cc3C2)c1 (centres undefined),-7%,?,5%

# 3 records drawn at random from those above, as already listed:
SMILES,PTHR1 agonist,GLP1R inv ag,GLP1R cytotox
COc1ccc(NC(=O)C2CCN(S(=O)(=O)c3c(C)noc3/C=C/c3cccs3)CC2)cc1Cl,-8%,-17%,0%
COc1ccc(CNC(=O)Cc2c(C)c3c(cc(C)c4c(C)c(C)oc43)oc2=O)cc1OC,i,2%,-4%
O=C(NCc1ccccc1)C(=O)NCC(c1ccco1)S(=O)(=O)c1ccccc1 (centres undefined),-7%,15%,17%

# An excerpt; rates above refer to the full screens.
